# Bim-Bcl-B: inhibitors of Bim-Bcl-B interaction, human; bead-based flow cytometry, Bim peptide-Bcl-B binding; inhibition, % at 10 µM; AID 951; hit rate 0.073% among 190,000; Q9HD36;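 also: 0% = tracer peptide without compound and 100% = reference inhibitor peptide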
# RGS8-Gao reg: human RGS8-Galphao interaction regulation | hit rate 0.34% among 220,000 | AID 1423 | response (percent of control binding), % at 10 µM | multiplexed bead flow cytometry, RGS8-Galphao binding; actives lie on both sides; in the data active = response below about 60% or above about 140%; inactive = in between;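 also: Galphao activated as the GDP aluminium fluoride complex binding bead-coupled RGS8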
# Target sequence (P09471 whole entry, looked up): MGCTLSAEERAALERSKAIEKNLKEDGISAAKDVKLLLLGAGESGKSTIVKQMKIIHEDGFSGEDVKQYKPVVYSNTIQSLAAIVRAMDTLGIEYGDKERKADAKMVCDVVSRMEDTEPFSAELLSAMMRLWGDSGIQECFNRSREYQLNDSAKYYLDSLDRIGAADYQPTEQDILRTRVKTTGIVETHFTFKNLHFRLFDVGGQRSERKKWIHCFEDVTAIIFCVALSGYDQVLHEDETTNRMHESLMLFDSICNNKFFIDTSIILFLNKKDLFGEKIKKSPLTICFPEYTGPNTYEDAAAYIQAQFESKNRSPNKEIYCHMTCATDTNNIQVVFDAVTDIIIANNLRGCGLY
# ABCG2 inh: blocks JC-1 efflux by human ABCG2 transporter | inhibition, % at 6.6 µM | IgMXP3 cells, flow cytometry | hit rate 0.1% among 190,000;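 active = inhibition above 80%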;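 also: 0% = DMSO and 100% = nicardipine control wells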
#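 Test system: IgMXP3 (ABCG2) plus far-red-tagged CCRF-Adr (ABCB1) cells / Amount: 3 million cells/mL in well / Reagent: JC-1 transporter substrate / Timing: 10 min compound exposure, 25 °C / Signal: flow cytometry, 530 nm JC-1 signal / Read-out: percent efflux inhibition, scaled nicardipine 100% to DMSO 0% / Benchmarks: nicardipine as high control, DMSO as low control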
# ABCB1 block: human ABCB1 inhibition, ABCG2 as counter-screen. P08183. CCRF-Adr cells, JC-1 efflux, flow cytometry. inhibition, % at 6.6 µM. hit rate 0.067% among 190,000. AID 1326; in the data active = inhibition above about 40%;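 also: 0% = vehicle and 100% = reference inhibitor; higher value means more JC-1 retained so stronger ABCB1 efflux block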
# Bim-Bcl-XL: disrupts Bim peptide binding to human Bcl-XL. hit rate 0.04% among 190,000. bead flow cytometry, fluorescence. Q07817. inhibition, % at 10 µM
# Bim-Bfl-1: inhibitors of Bim-Bfl-1 interaction, human. hit rate 0.12% among 190,000. Q16548. AID 1008. inhibition, % at 10 µM. Bead-based flow cytometry, Bim-Bfl-1 binding inhibition;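 also: 0% = wells without compound plus tracer and 100% = blocker peptide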
# Mcl-1 Bim block: human Bim-Mcl-1 interaction inhibition. inhibition, % at 10 µM. Q07820. hit rate 0.1% among 190,000. AID 1009. Bead-based flow cytometry, Bim peptide-Mcl-1 binding;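 also: 0% = no compound tracer wells and 100% = peptide blocker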
# Target sequence (Q07820 whole entry, looked up): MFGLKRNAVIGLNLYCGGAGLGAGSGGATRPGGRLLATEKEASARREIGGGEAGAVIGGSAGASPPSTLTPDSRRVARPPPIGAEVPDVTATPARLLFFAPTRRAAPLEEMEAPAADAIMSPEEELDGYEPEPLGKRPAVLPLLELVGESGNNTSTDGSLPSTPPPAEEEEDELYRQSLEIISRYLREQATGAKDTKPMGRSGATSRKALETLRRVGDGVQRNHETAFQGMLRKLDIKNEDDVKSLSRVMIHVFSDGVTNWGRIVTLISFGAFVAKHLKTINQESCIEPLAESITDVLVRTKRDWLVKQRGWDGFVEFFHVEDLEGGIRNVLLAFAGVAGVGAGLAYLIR
# RGS7-Gao reg: human RGS7-Galphao interaction regulation. binding response (% of control), % at 10 µM. Multiplexed bead flow cytometry, RGS7-Galphao binding; actives lie on both sides. AID 1439. hit rate 0.35% among 220,000; in the data active = binding response below about 49% or above about 150%; inconclusive = no clear call, values can overlap the other calls; inactive = in between;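 also: fluorescent Galphao held in activated GDP-AlF4 state binding bead-coupled RGS7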
# RGS4-Gao reg: modulates binding of RGS4 to human Galphao. P09471. Multiplexed bead flow cytometry; actives lie on both sides. binding response (% of control), % at 10 µM. hit rate 0.33% among 220,000; in the data active = binding response below about 49% or above about 150%; inactive = in between;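 also: fluorescent Galphao activated with aluminum fluoride binding bead-coupled RGS4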
# Bcl-2 Bim block: inhibitors of Bim-Bcl-2 interaction, human. P10415. Bead-based flow cytometry, Bim peptide-Bcl-2 binding. inhibition, % at 10 µM. hit rate 0.06% among 190,000; in the data active = inhibition above about 40%; inconclusive = no clear call, values can overlap the other calls;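 also: 0% = no compound wells with probe peptide and 100% = reference peptide inhibitor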
# Target sequence (P10415 whole entry, looked up): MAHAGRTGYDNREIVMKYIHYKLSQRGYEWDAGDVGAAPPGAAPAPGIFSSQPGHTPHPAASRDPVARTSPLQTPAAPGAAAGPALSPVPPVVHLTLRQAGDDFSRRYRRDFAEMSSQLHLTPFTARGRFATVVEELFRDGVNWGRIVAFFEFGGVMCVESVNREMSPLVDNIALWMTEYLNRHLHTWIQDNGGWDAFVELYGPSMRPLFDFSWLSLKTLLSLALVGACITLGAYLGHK
# Bim-Bcl-W: human Bim-Bcl-W interaction inhibition | bead-based flow cytometry, Bim peptide-Bcl-W binding | AID 952 | inhibition, % at 10 µM | hit rate 0.02% among 190,000 | Q92843;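 also: 0% = bound tracer without compound and 100% = peptide blocker; higher means less fluorescent Bim peptide bound to Bcl-W beads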
# Active calls of the source: *; ? = inconclusive. Rule as the data show it, unless noted: active = inhibition above about 40%.
SMILES,Bim-Bcl-B,RGS8-Gao reg,ABCG2 inh,ABCB1 block,Bim-Bcl-XL,Bim-Bfl-1,Mcl-1 Bim block,RGS7-Gao reg,RGS4-Gao reg,Bcl-2 Bim block,Bim-Bcl-W
COc1ccccc1-c1nc2n(n1)C(c1cccs1)C(C(=O)Nc1cccnc1)=C(C)N2 (stereo unspecified),-12,97,9,0.9,-14,-16,-6,94,94,-7,-2
O=C1CC(c2ccccc2)n2nc(NC(=O)c3ccccc3)nc2N1 (stereo unspecified),-2,101,0,0.1,0,-5,2,103,101,-2,1
Cc1ncc(CO)c(/C=N/NC(=O)c2cc(Br)ccc2O)c1O,-13,104,-2,-0.9,-2,-4,-1,100,102,-3,-3
COc1ccc(-n2c(=O)[nH]cc(C(=O)N3CCCc4ccccc43)c2=O)cc1,0,100,1,0.2,0,-1,0,101,101,0,0
CN1C(=O)N2CN(C3CCCCC3)CN3C(=O)N(C)C1C23 (stereo unspecified),0,93,1,0.4,-3,-4,-1,97,93,-2,-2
O=C1CC(c2cccc(Cl)c2)C(n2cncn2)C(=O)C1C1NCCc2ccccc21 (stereo unspecified),-39,97,-1,-1.1,-4,-13,-148,101,88,-18,5
Nc1cc(-c2ccc(Br)cc2)nn1S(=O)(=O)c1cccc2nsnc12,-6,97,-2,-2.5,-3,-10,0,97,93,-6,3
O=C(C[n+]1cccc2ccccc21)c1ccc(NC(=O)c2ccccc2)cc1,-16,101,5,0.7,-4,0,-5,126,130,-5,-5
O=C(NCN1C(=O)C2C3C=CC(C3)C2C1=O)Nc1ccccc1O (stereo unspecified),0,100,2,0.6,0,1,24,102,98,3,-6
COc1ccc(-n2c(NC(=O)c3ccc(Br)o3)c(C#N)c3nc4ccccc4nc32)cc1,-10,121,0,-0.1,8,1,9,105,108,7,5
CCN1CCN(c2nc(-c3cccnc3)nc3ccccc23)CC1,0,100,5,0.5,1,-1,13,104,102,2,7
Nn1c(SCC(=O)NC2CCCc3ccccc32)nnc1-c1cccs1 (stereo unspecified),0,100,3,0.4,1,-2,0,95,101,1,2
O=C(CSc1nnc(C2CC2)n1-c1ccccc1)NCCc1ccccc1,2,96,4,0.8,1,1,0,97,96,0,3
COc1cccc(CNc2cccc(C(F)(F)F)c2)c1O,0,103,1,0.6,0,-5,-1,111,105,2,-1
O=C(CC1Oc2ccccc2NC1=O)NCCc1ccccc1 (stereo unspecified),-5,102,2,0.6,-3,-10,0,110,106,-6,-1
CC(C)=NOc1cc(NC(=O)CCl)cc([N+](=O)[O-])c1,-3,102,13,0.6,-9,0,-4,100,101,-3,-3
COc1ccc(Nc2nc3[nH]c(=O)cc(O)c3s2)cc1,-4,16*,-1,-0.4,-5,-4,0,21*,23*,-2,-2
C=CCn1c(SCC(=O)Nc2ccccc2-c2ccccc2)nc2cc(C(=O)O)ccc2c1=O,-1,112,-1,-0.2,-1,-2,-1,?,113,-3,0
O=C(NN=C1CCN(Cc2ccccc2)CC1)c1cc2ccccc2cc1O,0,91,-6,-0.9,-2,1,-3,97,95,3,2
CCOC(=O)N1CCN(C(=O)Cc2cccc3ccccc23)CC1,5,99,1,0.5,3,1,4,100,97,3,5
Cc1ccc(/C=N/N2CCN(Cc3ccc(Cl)cc3)CC2)o1,-3,100,7,0.7,-4,-19,-4,101,99,-5,1
O=C(O)[C@@H]1CCCC[C@@H]1C(=O)N1CCc2ccccc2C1CN1C(=O)c2ccccc2C1=O (stereo partly specified),-4,101,0,0.1,-2,0,0,105,109,0,1
COc1ccccc1-c1c(C)c(C)nc(N)c1C#N,-4,101,2,0.4,-2,0,-3,96,103,-4,-1
COc1ccc(-c2cc(C(F)(F)F)n3nc(C(=O)NCCCN4CCOCC4)cc3n2)cc1,-1,103,4,1.2,0,-4,0,98,100,0,0

# Entries of single compounds, looked up by structure. Order of values: Bim-Bcl-B, RGS8-Gao reg, ABCG2 inh, ABCB1 block, Bim-Bcl-XL, Bim-Bfl-1, Mcl-1 Bim block, RGS7-Gao reg, RGS4-Gao reg, Bcl-2 Bim block, Bim-Bcl-W
# `O=C(CSc1nnc(C2CC2)n1-c1ccccc1)NCCc1ccccc1` across the screens: 2, 96, 4, 0.8, 1, 1, 0, 97, 96, 0, 3
# `O=C(O)[C@@H]1CCCC[C@@H]1C(=O)N1CCc2ccccc2C1CN1C(=O)c2ccccc2C1=O` (stereo partly specified) across the screens: -4, 101, 0, 0.1, -2, 0, 0, 105, 109, 0, 1
# `C=CCn1c(SCC(=O)Nc2ccccc2-c2ccccc2)nc2cc(C(=O)O)ccc2c1=O` across the screens: -1, 112, -1, -0.2, -1, -2, -1, ?, 113, -3, 0
# `COc1cccc(CNc2cccc(C(F)(F)F)c2)c1O` across the screens: 0, 103, 1, 0.6, 0, -5, -1, 111, 105, 2, -1
# `CC(C)=NOc1cc(NC(=O)CCl)cc([N+](=O)[O-])c1` across the screens: -3, 102, 13, 0.6, -9, 0, -4, 100, 101, -3, -3

# New compounds follow:
SMILES,Bim-Bcl-B,RGS8-Gao reg,ABCG2 inh,ABCB1 block,Bim-Bcl-XL,Bim-Bfl-1,Mcl-1 Bim block,RGS7-Gao reg,RGS4-Gao reg,Bcl-2 Bim block,Bim-Bcl-W
CCOC(=O)CSc1nnc(CNC(=O)c2cccs2)n1-c1ccccc1,-10,107,-3,-0.2,-10,-10,-6,102,101,-12,-4
CN1CCN(CC2(O)CCN(S(=O)(=O)c3ccc(Cl)cc3)CC2)CC1,-4,94,1,0.2,-1,-4,-4,99,90,-4,-2
CC(=O)Nc1csc2ccccc12,-2,103,1,0.1,-1,-4,-1,101,102,1,0
Cc1ccc(CNC(=O)c2ccc(N(C)C)cc2)cc1,-7,96,0,0.3,-2,-4,-3,94,99,0,-4
CCOC(=O)C1(C)C=C(Nc2ccc(OC)cc2)C(=O)N1c1ccc(OC)cc1 (stereo unspecified),-13,98,2,2.4,-13,-8,-5,93,97,0,-4
COc1cc(/C=N/Nc2ncc(C(F)(F)F)cc2Cl)cc(OC)c1O,-18,103,4,0.2,-1,15,-4,98,100,6,3
O=S(=O)(NCCCN1CCOCC1)c1ccc2c(c1)OCCO2,-8,103,-1,-0.5,-3,-12,-2,98,101,-3,-2
Cc1ccc(C(C(=O)NCC2CCCO2)N(Cc2ccccc2)C(=O)c2ccc(-c3ccccc3)[nH]2)o1 (stereo unspecified),-6,97,5,1.7,-9,0,-3,94,97,-1,-4
Nc1nc(SCc2ccccc2Cl)n[nH]1,3,90,7,-0.1,4,0,-2,93,86,3,9
CCOC(=O)C1=NN(C(=O)Nc2ccc(OC)cc2)C2C(=O)N(c3cccc(C(F)(F)F)c3)C(=O)C12 (stereo unspecified),0,98,-3,-5.0,2,1,1,94,92,0,1
O=C(CN1CCN(C(=O)c2ccco2)CC1)Nc1c2c(nc3c1CCC3)CCCC2,-9,98,39,1.8,-13,-21,-5,97,100,-13,-6
CCC(c1nnnn1Cc1cccs1)N1CCN(C(=O)c2ccco2)CC1 (stereo unspecified),0,94,-1,0.0,0,2,-3,98,99,-1,3

# Structures listed so far that have a CF3 group:
SMILES,Bim-Bcl-B,RGS8-Gao reg,ABCG2 inh,ABCB1 block,Bim-Bcl-XL,Bim-Bfl-1,Mcl-1 Bim block,RGS7-Gao reg,RGS4-Gao reg,Bcl-2 Bim block,Bim-Bcl-W
COc1cccc(CNc2cccc(C(F)(F)F)c2)c1O,0,103,1,0.6,0,-5,-1,111,105,2,-1
COc1ccc(-c2cc(C(F)(F)F)n3nc(C(=O)NCCCN4CCOCC4)cc3n2)cc1,-1,103,4,1.2,0,-4,0,98,100,0,0
COc1cc(/C=N/Nc2ncc(C(F)(F)F)cc2Cl)cc(OC)c1O,-18,103,4,0.2,-1,15,-4,98,100,6,3
CCOC(=O)C1=NN(C(=O)Nc2ccc(OC)cc2)C2C(=O)N(c3cccc(C(F)(F)F)c3)C(=O)C12 (stereo unspecified),0,98,-3,-5.0,2,1,1,94,92,0,1

# Further compounds follow:
SMILES,Bim-Bcl-B,RGS8-Gao reg,ABCG2 inh,ABCB1 block,Bim-Bcl-XL,Bim-Bfl-1,Mcl-1 Bim block,RGS7-Gao reg,RGS4-Gao reg,Bcl-2 Bim block,Bim-Bcl-W
Cc1[nH]n2c(=O)c3c(nc2c1-c1ccc(Cl)cc1)CCC3,8,102,1,0.2,6,-1,2,99,100,3,2
CC(C)(C)NC(=O)Nc1ccc(Br)cc1,-4,100,3,0.6,0,-4,1,105,106,0,-1
Cc1cc(C(=O)N/N=C/c2cccnc2)cs1,-11,98,11,0.0,-3,0,-3,94,95,-1,-6
COc1cc2c(cc1OC)C(c1cccc(C)c1)CC(=O)N2 (stereo unspecified),0,103,6,0.7,0,0,0,104,107,0,1
CN(Cc1ccccc1)C(=O)N[C@@H](Cc1ccccc1)C(=O)O,-8,102,6,0.9,-8,-19,-5,103,105,-13,-2
Cc1cc(NC(=O)Cn2cc([N+](=O)[O-])cn2)no1,-4,102,0,-0.1,-4,-9,-2,100,101,-2,-1
Cc1cccc(C(=O)N2CCCCCC2)c1,-8,90,15,1.8,-3,-7,-1,94,91,-9,-2
CCCCC(=Nc1ccccc1OC)C1=C(O)CC(c2ccccc2)CC1=O (stereo unspecified),-2,105,1,0.0,-7,-4,-2,100,105,-4,-3
CCN1CCN(CCCNC(=O)c2cn(CCOC)c(=O)c3c2c2ccccc2n3C)CC1,-5,105,-4,-0.1,0,-1,-3,101,102,-4,1
Cc1ccc(-n2c(CNc3ccc(F)cc3)nnc2SCC(=O)O)cc1,-3,106,2,-0.5,-2,-4,-1,100,102,-8,1
Cc1ccc(C(=O)NNC(=O)CCCN2C(=O)/C(=C/c3ccccc3Cl)SC2=S)cc1,-4,97,-8,-1.6,-6,-16,-7,100,98,-9,-4
C=CCn1c(CNc2ccccc2)nnc1SCC(=O)N/N=C/c1ccccc1O,-9,97,36,0.8,-6,-17,-4,98,99,-10,1
Cc1nc(S(=O)(=O)c2cccc(Cl)c2)nc2c1CCC2,-2,102,3,0.5,-2,0,-3,99,103,0,0
OC(CSc1ccccc1Cl)CN1CCN(c2ccc(F)cc2)CC1 (stereo unspecified),-3,99,0,0.0,5,-10,0,101,102,-3,2
Cc1ccc(-n2ncc3c2ncn2nc(-c4ccco4)nc32)c(C)c1,-2,98,2,0.2,-1,0,-3,96,94,0,-3
CC1=C(C(=O)Nc2cccc(C)c2C)C(c2cccs2)NC(=S)N1 (stereo unspecified),-4,89,0,0.0,-4,-11,28,109,98,-2,-6
